MPTP inh – inhibitors of mitochondrial permeability transition pore | actives 1.4% (n = 360,000) | inhibition, % at 10 µM | isolated mouse mitochondria, Ca2+ swelling absorbance, 30 min;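 active = inhibition of 50% or more, scaled per plate between neutral and stimulator controls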;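 also: 0% = DMSO wells given calcium and 100% = 1 mM EGTA wells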
SENP7 inh – SENP7 protease inhibition; Q9BQF6; recombinant SENP7, Z-RLRGG-aminoluciferin luminescence, 40 min; inhibition, % at 5 µM; actives 1.5% (n = 330,000); AID 434973;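 active = inhibition above about 50% at the single test dose, limit read from the data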;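 also: plate controls were DMSO with enzyme for no effect and no enzyme buffer wells for full effect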
Target sequence (Q9BQF6 706-1050 limits assumed): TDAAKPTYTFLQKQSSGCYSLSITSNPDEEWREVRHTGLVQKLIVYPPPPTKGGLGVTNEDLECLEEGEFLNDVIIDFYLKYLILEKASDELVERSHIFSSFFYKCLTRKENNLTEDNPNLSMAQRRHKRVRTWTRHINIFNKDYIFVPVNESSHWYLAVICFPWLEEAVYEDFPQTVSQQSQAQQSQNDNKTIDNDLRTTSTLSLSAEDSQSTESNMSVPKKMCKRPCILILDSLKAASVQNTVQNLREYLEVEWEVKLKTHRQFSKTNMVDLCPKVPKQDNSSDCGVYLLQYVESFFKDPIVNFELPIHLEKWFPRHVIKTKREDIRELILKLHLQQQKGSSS
GRIN3A LBD mod – modulates the human NR3A ligand-binding domain. NR3A LBD differential scanning fluorimetry, Tm shift; 0% = protein alone, 100% = glycine-bound protein. Tm shift relative to glycine control, % at 25 µM. actives 2.5% (n = 340,000). AID 1259313;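 active = melting temperature shift of at least 10% of the positive control shift, at one fixed dose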
HKDC1 inhibitor – HKDC1 (human) hexokinase inhibition | Q2TB90 | recombinant HKDC1, G6PDH/diaphorase resazurin coupled fluorescence | inhibition, % at 20 µM | actives 0.16% (n = 340,000);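 active = inhibition above about 35% when tested at 20 µM, limit read from the data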;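 also: plate controls were DMSO wells with enzyme for no effect and DMSO wells lacking enzyme for full effect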
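Assay system: recombinant HKDC1 hexokinase; detection: coupled resazurin fluorescence, excitation 525 nm, emission 613 nm; benchmarks: DMSO-plus-enzyme-mix negative control, buffer-substituted positive control; compound dosing: single 20 µM dose; schedule: 90 min at room temperature in dark; also added: glucose plus 1 mM ATP as hexokinase substrates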
PfGluPho inh – PfG6PD (Plasmodium falciparum) enzyme inhibition; PfGluPho enzyme, NADPH resazurin-diaphorase fluorescence; inhibition, % at 20 µM; actives 0.78% (n = 350,000); AID 504690;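 active = inhibition reaching at least a set limit at 20 µM in the primary screen, cut at about 59% in these data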;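 also: 0% = DMSO wells with substrate and 100% = DMSO wells lacking glucose-6-phosphate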
ATG4B inh – inhibitors of human ATG4B cysteine protease; actives 0.51% (n = 340,000); Q9Y4P1; AID 504462; ATG4B cleavage of LC3-PLA2, NBD-HPC fluorescence, 1 h; inhibition, % at 8.33 µM; in the data active = inhibition above about 40%
SENP6 block – inhibitors of human SENP6 protease; Q9GZR1; inhibition, % at 10 µM; Recombinant SENP6 catalytic domain, aminoluciferin luminescence; AID 2599; actives 1.8% (n = 330,000);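 active = inhibition above about 50% at the single tested dose, limit read from the data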;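 also: plate controls were DMSO wells with enzyme for no effect and DMSO wells lacking enzyme for full effect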
SENP8 inh – inhibitors of human SENP8 protease. recombinant SENP8, Nedd8 substrate fluorescence. inhibition, % at 20 µM. AID 602440. actives 0.64% (n = 360,000). Q96LD8; in the data active = inhibition mostly above about 40%, no sharp cut-off; inactive = mostly below about 27%
Target sequence (Q96LD8 whole entry, looked up): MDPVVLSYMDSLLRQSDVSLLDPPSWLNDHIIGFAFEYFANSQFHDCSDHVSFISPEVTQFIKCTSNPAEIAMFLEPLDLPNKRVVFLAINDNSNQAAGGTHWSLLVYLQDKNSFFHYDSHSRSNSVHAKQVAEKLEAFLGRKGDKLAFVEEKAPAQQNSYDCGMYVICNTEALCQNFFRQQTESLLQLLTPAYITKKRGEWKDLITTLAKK
An asterisk follows results filed as active; . = not tested or not shown.

SMILES | MPTP inh | SENP7 inh | GRIN3A LBD mod | HKDC1 inhibitor | PfGluPho inh | ATG4B inh | SENP6 block | SENP8 inh
Cc1ccc(S(=O)(=O)N2CCC(C(=O)NCCCN3CCOCC3)CC2)cc1C | -0.8 | -10 | 1 | -11 | 15 | -6 | -2 | 9
CCOc1ccc(C(=O)c2ccccc2C(=O)O)cc1OCC | -2.9 | 2 | -1 | -9 | -6 | -4 | -13 | 6
CCC(=O)c1ccc(N2CCN(C(=O)c3cccc(F)c3)CC2)c(F)c1 | -0.5 | 0 | -2 | 6 | -8 | -4 | -12 | 0
O=C(COC(=O)Cn1cnc2ccccc21)Nc1ccccc1C(F)(F)F | 0.0 | 6 | 2 | -8 | -11 | 0 | 6 | 9
COc1ccc(Nc2nc3ccccc3n3cnnc23)cc1 | -1.6 | -2 | -2 | 18 | -1 | -6 | 10 | -16
CC(C)C(=O)COc1c2occc2cc2ccc(=O)oc12 | -1.4 | -19 | 0 | -1 | 4 | -7 | -8 | 8
CC(C)=CCc1c(O)cc(O)c2c1OC(c1ccc(O)cc1)CC2=O (stereo unspecified) | 0.8 | 4 | 5 | 8 | 3 | -9 | 3 | 36
CC1CC(=O)C(C2c3ccccc3CCN2C(=O)CCl)C(=O)C1 (stereo unspecified) | 0.8 | 2 | 0 | 17 | -2 | -6 | 9 | 11
COc1ccc(Nc2cc(C)nc(NCc3ccccc3)n2)cc1 | 57* | 5 | -3 | -1 | 21 | 4 | -10 | 24
CC(C)(C)c1nc(NCCO)c2nnn(Cc3ccccc3)c2n1 | -0.2 | 1 | 3 | 6 | 38 | -7 | 12 | 7
COc1ccc(S(=O)(=O)Nc2nnc(CC(C)(C)C)s2)cc1 | -0.2 | 0 | 1 | 0 | 10 | -8 | -14 | -2
Cc1ccc(F)cc1CNC(=O)C1CCC(=O)N(CCc2ccccc2)C1 (stereo unspecified) | -0.6 | 2 | 0 | -4 | 3 | 16 | 11 | 15
COc1cc(/C=N/n2c(-c3cc(C)[nH]n3)n[nH]c2=S)cc(OC)c1OC | 1.9 | -4 | 4 | -4 | 33 | -10 | -5 | 7
Cc1cc(/C=N/NC(=O)c2ccc(O)cc2)c(C)n1CC(C)C | 2.3 | 2 | 4 | -8 | 6 | -14 | -12 | -48
COc1ccc(CC(=O)Nc2ccc(S(=O)(=O)N3CCCCC3)cc2)cc1OC | -0.2 | -2 | 0 | 7 | -9 | -2 | -14 | 11
COc1ccc(C2=NS(=O)(=O)N(C)C(C(=O)N3CCCCC3)=C2)cc1 | 0.7 | -6 | 0 | -1 | 15 | -3 | -2 | -334
c1ccc(CNc2nc(CN3CCOCC3)nc3scc(-c4ccccc4)c23)cc1 | 2.3 | 8 | -2 | -12 | -11 | -5 | 10 | 0
COC(=O)C[C@H]1c2ccccc2S(=O)(=O)N1C(C)C | -1.1 | -6 | 1 | -6 | -3 | 6 | 6 | 7
O=C(COc1ccc(F)cc1)N(c1ccccn1)C1CCCCC1 | 0.8 | 6 | 3 | -3 | -4 | 3 | -1 | 9
c1ccc(CSc2nc3ncncc3[nH]2)cc1 | 2.2 | -6 | 0 | -9 | -18 | -2 | -8 | 29
O=C(O)/C=C(\Oc1ccccc1)C1(O)CCCCC1 | -0.6 | -1 | -1 | -8 | -21 | 2 | -12 | 39
COc1ccc(CC(=O)NNC(=O)c2ccc(Br)o2)cc1 | 0.3 | 4 | -1 | -9 | -3 | -1 | -9 | -6
Cc1ccc2c(c1)N(C(=O)c1ccco1)C(C)(C)c1ssc(=S)c1-2 | 1.2 | 2 | -3 | 0 | 17 | 3 | -3 | 29
CCCc1ccc(C(=O)NC(=O)c2ccccc2O)cc1 | 59* | 21 | -6 | -3 | -13 | -8 | 73* | 6
CC(C)(C)c1cnnn1-c1ccc(/C=N/Nc2ccc([N+](=O)[O-])cc2)cc1 | 74* | -7 | 0 | -2 | 22 | -11 | 41 | -100

Continued.
SMILES | MPTP inh | SENP7 inh | GRIN3A LBD mod | HKDC1 inhibitor | PfGluPho inh | ATG4B inh | SENP6 block | SENP8 inh
O=C(COC(=O)CNC(=O)c1ccc(Cl)c([N+](=O)[O-])c1)NNC(=O)c1cccs1 | 0.0 | 4 | -1 | 2 | -15 | 4 | -2 | -5
COc1ccc(C/C(N)=N/O)cc1 | 0.6 | -1 | -1 | -9 | 4 | 1 | -22 | 8
CCN(CC)CCCN=C(C)C1=C(O)c2ccccc2C1=O | 1.3 | 3 | 2 | 0 | 6 | -4 | 16 | 26
COc1ccccc1Oc1ccc(S(=O)(=O)NCc2ccccn2)cc1 | 70* | -3 | 0 | -7 | -7 | -10 | 5 | 7
CCc1c(C(=O)N/N=C/c2ccc(C)o2)csc1C | 3.1 | 0 | 1 | -5 | 3 | -10 | -4 | 0
Cc1ccc(C)c(N(C(=O)Cn2nnc3ccccc32)C(C(=O)NC(C)(C)C)c2ccsc2)c1 (stereo unspecified) | 1.0 | -3 | 1 | -14 | -3 | -4 | 5 | 12
CC1(C)Cc2c(sc3ncnc(NNC(=S)NCc4ccccc4)c23)CO1 | 6.0 | 1 | -5 | 1 | 20 | -4 | 3 | 13
O=S(=O)(c1ccccc1)N(F)S(=O)(=O)c1ccccc1 | 0.2 | 2 | 2 | -1 | -1 | -8 | -6 | 3
CCn1c(CC(=O)Nc2ccccc2Cl)nnc1SCC(=O)NC1CCCC1 | -0.7 | 3 | 1 | -1 | -14 | -1 | -22 | 8
O=C(NC12CCC(O)C(SC1)/C2=N/O)c1ccccc1 (stereo unspecified) | 1.1 | -6 | -1 | -3 | -9 | -2 | -9 | -2
O=C1Nc2ccccc2C1C(C[N+](=O)[O-])c1ccccc1 (stereo unspecified) | -0.4 | -11 | -2 | -4 | 19 | 3 | -12 | 17
CNC(=O)[C@@]1(Cc2ccccc2)C=C[C@@H](C)N1C(C)=O | 1.5 | 2 | 1 | 4 | 0 | -9 | 4 | 21
CC(=O)Cn1cnc2sc(-c3ccccc3)cc2c1=O | -0.5 | 2 | 3 | 2 | 9 | -15 | -16 | -37
CC(=O)NC(Cc1ccccc1C)C(=O)NC1CCN(C(=O)NCc2ccccc2)CC1 (stereo unspecified) | 0.2 | 3 | -1 | 3 | -13 | 8 | -18 | 13
CCCCc1ccc(NC(=O)CSc2nnc(C)c(=O)n2N)cc1 | -1.0 | 8 | 1 | -5 | -9 | 0 | -9 | 4
CC(/C=C/c1ccc(O)cc1)=N/O | -0.2 | 85* | -2 | -7 | -2 | 0 | 91* | 2
CCOC(=O)CSc1nc(N(C)C)nc(N(C)C#N)n1 | 1.4 | 0 | -5 | -4 | -9 | -6 | -6 | 11
C=CCn1cc(/C=C2/NC(=O)NC2=O)c2ccccc21 | 2.4 | -9 | 7 | -1 | 10 | -15 | -3 | -48
CCC1CCCCN1CCNC(=O)CCS(=O)(=O)c1ccc(Br)cc1 (stereo unspecified) | -0.7 | -6 | 0 | -6 | -6 | 3 | -4 | 4
Cc1ccc(S(=O)(=O)/C(C#N)=C/c2c(N3CCOCC3)nc3ccccn3c2=O)cc1 | 0.3 | . | 0 | 2 | 7 | -8 | . | -45
CCCCCOC(=O)Nc1nnc(CCCCC)s1 | -1.0 | 2 | 0 | 0 | -1 | 7 | 1 | 5
CSc1nnc(C)c(=O)n1COC(=O)COc1ccc2ccccc2c1 | -0.9 | 6 | 1 | -3 | -4 | 15 | -30 | 14
CCCc1ccc2oc(C(=O)N3CCC[C@H]3CO)c(C)c2c1 | 0.3 | 1 | 0 | -1 | -11 | -5 | 4 | -4
Cc1ccc(C(C)C)cc1S(=O)(=O)NCc1ccccn1 | -0.3 | 5 | -3 | -3 | 6 | -2 | 9 | 14
C=CCn1c(SCC(=O)Nc2ccc(OC)cc2)nnc1-c1cnccn1 | 0.6 | 3 | -1 | -3 | 64* | -2 | -4 | 15

Next entries.
SMILES | MPTP inh | SENP7 inh | GRIN3A LBD mod | HKDC1 inhibitor | PfGluPho inh | ATG4B inh | SENP6 block | SENP8 inh
CC1CCC(CN2C(Nc3ccccc3)=NC[C@@H]2C)CC1 (stereo partly specified) | -2.6 | -2 | -1 | -4 | 15 | 2 | -13 | 13
CCc1noc(C)c1C(=O)Nc1cc(S(=O)(=O)N(CC)CC)ccc1N1CCCC1 | -1.2 | 5 | -1 | -1 | 3 | -6 | -3 | 8
CCOC(=O)c1c(C)oc2c1c(CN1CCN(CCO)CC1)c(O)c1ccccc12 | 3.3 | . | -2 | 29 | 33 | -3 | . | -11
O=C(COC(=O)c1ccccc1Nc1ccc(SC(F)F)cc1)NCc1ccco1 | 0.9 | 40 | -5 | 3 | 13 | 10 | 65* | -137
CCN1CCN(C(=O)CCc2nnc3ccc(N4CCN(c5cccc(OC)c5)CC4)nn23)CC1 | 0.5 | 5 | 0 | -3 | 11 | -4 | 17 | 3
CCCN(CCC)C(=O)c1ccc2c(c1)OCO2 | 0.4 | -11 | 0 | 0 | -3 | -5 | -5 | 11
O=C(CCc1nc(-c2ccccc2)no1)Nc1cccnc1 | -0.6 | 6 | 2 | -5 | 8 | -2 | -22 | 8
CC(C)c1ccc(NC2CCCN(C(=O)c3cnn(C(C)C)c3)C2)cc1 (stereo unspecified) | 1.6 | -4 | 0 | 9 | 8 | 45* | 4 | 13
CCN(CC)Cc1c(O)c(Cl)cc2c(C)c(C)c(=O)oc12 | -0.3 | 6 | 1 | 2 | 14 | 6 | 5 | -309

Source: PubChem
